High-throughput results as filed in PubChem.
STAT1 activator = activators of IFN-gamma induced STAT1 signaling. 200,000 tested, 2.6% active. NIH 3T3 STAT1-luciferase reporter, luminescence; 100% = IFN-gamma alone, no compound. activation (% of control), % at 5.5 µM;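 active = activation above the screen-wide mean activation plus 3 SD, cut at about 130% in these data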;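 also: raw ratio to IFN-gamma control signal so 100% means no change and 0% no light; values of inactives mirror those of a sister screen read the other way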
STAT1 blocker = inhibitors of IFN-gamma induced STAT1 signaling; NIH 3T3 STAT1-luciferase reporter, luminescence; inhibition, % at 5.5 µM; 200,000 tested, 0.35% active;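 active = inhibition above a set limit, the mean inhibition across all tested compounds plus 3 SD, cut at about 34% in these data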;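 also: 0% = IFN-gamma with DMSO and 100% = IFN-gamma with 300 µM nifuroxazide; values of inactives mirror those of a sister screen read the other way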
G6PDH counter = L. mesenteroides G6PDH inhibition counter-screen. Purified L. mesenteroides G6PDH, diaphorase/resazurin coupled fluorescence, 45 min. inhibition, % at 5 µM. 200,000 tested, 0.12% active. AID 1020; in the data active = inhibition above about 50%
Diaphorase inh = diaphorase inhibition or chemical oxidation counter-screen. diaphorase resazurin-to-resorufin fluorescence, NADH, 16 min; bacterial (C. kluyveri) enzyme, not human. inhibition, % at 20 µM. 190,000 tested, 0.69% active;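 active = primary screen inhibition at 20 µM above a set limit, cut at about 50% in these data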;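 also: plate controls were DMSO with full reaction for no effect and wells lacking NADH for full effect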
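Benchmarks: positive control wells lacking NADH, neutral wells with DMSO only. System: bacterial diaphorase enzyme (C. kluyveri). Input: 0.14 U/mL diaphorase, enzyme working solution. Detection: resorufin fluorescence, excitation 544 nm, emission 590 nm. Times: 16-min room-temperature incubation before reading.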
Hsp70 act = Hsp70 transcriptional activation, primary screen | activation, % at 10 µM | HeLa Hsp70 promoter luciferase reporter, luminescence; scaled: vehicle 0, proteasome-inhibitor control 100% | 200,000 tested, 0.04% active | AID 1203;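 active = activation above the mean across all tested compounds plus 3 SD, cutoff set per campaign, cut at about 5.5% in these data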;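 also: 100% = MG132 at 30 µM as the positive control and 0% = DMSO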
Diaph act CS = counter-screen for diaphorase-based assays: diaphorase activators and chemical reducers; Diaphorase/resazurin coupled assay, resorufin fluorescence, 16 min; stronger effect = higher value; 1 = vehicle wells, 0 = NADH-free wells; activation factor at 20 µM; 190,000 tested, 0.005% active; AID 1229;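 active = diaphorase activity raised at least twofold by the compound at 20 µM; inactive = activation factor below 2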
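Test system: Clostridium kluyveri diaphorase, purified enzyme; input: enzyme 0.07 U/mL final; buffer or medium: 50 mM HEPES pH 7.4 with 4.542 mM MgCl2, 0.005% Tween 20; also added: 0.114 mM NADH and 0.1 mM resazurin, final amounts; schedule: 16 min enzyme reaction, ambient temperature; technique: fluorescence of resorufin, 544 nm excitation, 590 nm emission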
APP transl inh = APP translation inhibition; inhibition, % at 2 µM; 190,000 tested, 0.82% active; AID 1285; SH-SY5Y APP 5'UTR-luciferase reporter, luminescence;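 active = inhibition above a set limit, derived from the sample mean plus 3 SD, cut at about 45% in these data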; also: values of inactives mirror those of a sister screen read the other way
TLR4-MyD88 BLA = blocks binding of human TLR4 to MyD88; HeLa CL3-4 TLR4/MyD88 BLA complementation, FRET ratio; inhibition, % at 8.4 µM; O00206+Q99836; AID 861; 200,000 tested, 0.18% active; in the data active = inhibition above about 25%;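 also: 0% = vehicle and 100% = reference inhibitor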
Target sequence (O00206 whole entry, looked up): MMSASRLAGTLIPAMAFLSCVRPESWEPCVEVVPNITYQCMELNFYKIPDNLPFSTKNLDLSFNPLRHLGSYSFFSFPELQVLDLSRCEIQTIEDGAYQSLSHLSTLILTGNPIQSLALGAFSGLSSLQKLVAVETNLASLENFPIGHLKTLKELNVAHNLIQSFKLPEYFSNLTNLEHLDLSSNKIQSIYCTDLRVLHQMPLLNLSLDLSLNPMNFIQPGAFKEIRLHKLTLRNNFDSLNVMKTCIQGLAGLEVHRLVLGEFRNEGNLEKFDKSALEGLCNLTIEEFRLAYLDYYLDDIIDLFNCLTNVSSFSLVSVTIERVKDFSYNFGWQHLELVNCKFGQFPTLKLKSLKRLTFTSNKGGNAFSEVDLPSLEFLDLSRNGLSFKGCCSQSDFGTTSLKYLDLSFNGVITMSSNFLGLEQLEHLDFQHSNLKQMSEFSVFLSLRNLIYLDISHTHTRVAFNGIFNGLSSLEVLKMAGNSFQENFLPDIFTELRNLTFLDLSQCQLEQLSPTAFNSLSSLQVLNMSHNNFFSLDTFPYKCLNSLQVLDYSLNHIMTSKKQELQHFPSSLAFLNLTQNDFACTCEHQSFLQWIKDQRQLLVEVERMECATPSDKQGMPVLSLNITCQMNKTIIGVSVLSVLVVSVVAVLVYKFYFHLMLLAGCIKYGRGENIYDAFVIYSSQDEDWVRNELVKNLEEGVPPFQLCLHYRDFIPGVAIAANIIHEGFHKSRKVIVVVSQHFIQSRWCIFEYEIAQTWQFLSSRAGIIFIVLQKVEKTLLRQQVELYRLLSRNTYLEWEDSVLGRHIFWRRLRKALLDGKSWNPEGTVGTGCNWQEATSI
Target sequence (Q99836 whole entry, looked up): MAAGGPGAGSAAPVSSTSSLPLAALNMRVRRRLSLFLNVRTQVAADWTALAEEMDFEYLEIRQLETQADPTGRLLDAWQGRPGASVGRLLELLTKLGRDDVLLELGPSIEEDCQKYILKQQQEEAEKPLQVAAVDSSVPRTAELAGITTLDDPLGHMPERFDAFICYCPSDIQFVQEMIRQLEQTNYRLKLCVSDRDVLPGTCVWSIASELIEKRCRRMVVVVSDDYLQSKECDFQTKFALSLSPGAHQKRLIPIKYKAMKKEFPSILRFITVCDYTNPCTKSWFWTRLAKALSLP
STAT3 blocker = reduces IL-6 driven STAT3 reporter signal. U3A cells, IL-6 STAT3-luciferase reporter, luminescence; host cell line lacks STAT1. inhibition, % at 5.5 µM. 190,000 tested, 0.89% active. AID 862;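 active = inhibition above the mean inhibition across all screened compounds plus 3 SD, cut at about 44% in these data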;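 also: 0% = DMSO only wells and 100% = 100 µM nifuroxazide control wells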
STAT3 activator = STAT3 signaling activation | U3A cells, IL-6 STAT3-luciferase reporter, luminescence; 100% = signal with IL-6 EC80 alone | activation (% of control), % at 5.6 µM | 190,000 tested, 0.91% active | AID 871;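 active = activation above the screen-wide mean of compound activation plus 3 SD, cut at about 130% in these data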;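 also: 0% = background luminescence of wells with medium and substrate only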
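Assay system – human STAT1-deficient U3A cells with stable STAT3-luciferase reporter · Also added – IL-6 (33 ng/mL) · Schedule – compound 1 h, then IL-6 6 h at 37 °C · Technique – reporter luminescence signal · Evaluation – % activation versus median of IL-6-stimulated wells · Benchmarks – IL-6-only wells as 100% reference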
The depositor's hits bear a star; nt = no result given.

SMILES	STAT1 activator	STAT1 blocker	G6PDH counter	Diaphorase inh	Hsp70 act	Diaph act CS	APP transl inh	TLR4-MyD88 BLA	STAT3 blocker	STAT3 activator
CCN1CCN(c2nc(Nc3cccc(C)c3)nc(N)c2[N+](=O)[O-])CC1	112	-14	1	12	-0.2	0.9	3	-5	12	92
CC1=CC(C)(C)N(S(=O)(=O)c2ccc(F)cc2)c2ccccc21	93	7	3	18	-0.2	0.8	18	4	3	101
CCOC(=O)C1(CCCCCCOc2ccc(Cl)cc2)CO1 (configuration not stated)	nt	nt	10	-8	-0.1	1.1	nt	nt	nt	nt
COC(=O)c1ccccc1NC(=O)CN(C)Cc1ccccc1	104	-5	8	12	0.0	0.9	18	4	4	100
Cc1cc(Br)cc2c1NC(=O)C2(c1c(C)n(C)n(-c2ccccc2)c1=O)c1c(C)n(C)n(-c2ccccc2)c1=O	103	-3	16	12	0.0	0.9	20	-2	-6	108
Cc1cc(C)cc(Oc2ccc(-c3nnc(-c4ccccc4)o3)cc2[N+](=O)[O-])c1	96	4	-17	7	-0.4	0.9	-15	-2	3	93
COCCn1nnnc1C(C(C)C)N1CCC(Cc2ccccc2)CC1 (configuration not stated)	102	-2	0	19	-0.2	0.8	7	-6	-4	106
C(=C\c1nnc2c3ccccc3ncn12)/c1ccccc1	148*	-54	0	8	0.9	0.9	72*	0	-49	145*
CCc1cccc(NC(=O)C(NC(=O)C2CCCCC2)C(C)C)c1 (configuration not stated)	102	-3	2	3	0.0	1	-34	-8	6	97
COc1ccc(CCNC(=O)C2CCCN2S(=O)(=O)c2ccc(F)cc2)cc1OC (configuration not stated)	98	0	12	-2	0.0	1	-10	-3	9	94
CC1=C(C(=O)c2ccccc2)C(c2cccc([N+](=O)[O-])c2)NC(=S)N1 (configuration not stated)	99	-1	-2	25	-0.2	0.8	-18	-6	-4	104
Cc1cc(N2C(=O)C3C4CCC(C4)C3C2=O)no1 (configuration not stated)	100	-3	3	7	0.2	0.9	-9	0	7	99
CN1CCN(C2=CC3=CC(=C(C#N)C#N)CCC3CC2)CC1 (configuration not stated)	99	0	10	18	-0.3	0.8	2	-2	22	83
CC(C)(C)N(C=C(Cl)Cl)C(=O)NC1CCCCC1	109	-10	2	6	0.0	0.9	1	3	-6	110
CN(c1ccccc1C(=O)Nc1cccnc1)S(C)(=O)=O	109	-9	3	16	-0.4	0.8	-6	-3	-1	101
Cc1ccc(C(=O)N/N=C/C=C/c2ccccc2)cc1	108	-11	2	-2	0.5	1	-5	-20	4	103
O=C(Nc1ccccc1)c1ccc(S(=O)(=O)NCc2ccco2)cc1	103	-3	-4	9	0.5	0.9	-8	-6	8	94
COC(=O)c1cn(Cc2ccccn2)c(=O)c2ccccc12	102	-3	3	1	-0.1	1	3	3	0	102
CCC(C)(C)NC(=O)c1cc(C(=O)OC)cc([N+](=O)[O-])c1	104	-4	6	8	-0.2	0.9	-5	7	4	101
COc1cc2[nH]c(=S)n(Cc3ccc(C)o3)c(=O)c2cc1OC	95	5	2	15	-0.3	0.8	-7	-9	4	102

Shown with two lines to a compound: entries from further up.
Each structure is followed by: STAT1 activator, STAT1 blocker, G6PDH counter, Diaphorase inh, Hsp70 act, Diaph act CS, APP transl inh, TLR4-MyD88 BLA, STAT3 blocker, STAT3 activator
- COc1ccc(CCNC(=O)C2CCCN2S(=O)(=O)c2ccc(F)cc2)cc1OC (configuration not stated)
 : 98, 0, 12, -2, 0.0, 1, -10, -3, 9, 94
- CC1=C(C(=O)c2ccccc2)C(c2cccc([N+](=O)[O-])c2)NC(=S)N1 (configuration not stated)
 : 99, -1, -2, 25, -0.2, 0.8, -18, -6, -4, 104
- Cc1cc(N2C(=O)C3C4CCC(C4)C3C2=O)no1 (configuration not stated)
 : 100, -3, 3, 7, 0.2, 0.9, -9, 0, 7, 99
- CN1CCN(C2=CC3=CC(=C(C#N)C#N)CCC3CC2)CC1 (configuration not stated)
 : 99, 0, 10, 18, -0.3, 0.8, 2, -2, 22, 83
- CC(C)(C)N(C=C(Cl)Cl)C(=O)NC1CCCCC1
 : 109, -10, 2, 6, 0.0, 0.9, 1, 3, -6, 110
- CN(c1ccccc1C(=O)Nc1cccnc1)S(C)(=O)=O
 : 109, -9, 3, 16, -0.4, 0.8, -6, -3, -1, 101
- Cc1ccc(C(=O)N/N=C/C=C/c2ccccc2)cc1
 : 108, -11, 2, -2, 0.5, 1, -5, -20, 4, 103
- O=C(Nc1ccccc1)c1ccc(S(=O)(=O)NCc2ccco2)cc1
 : 103, -3, -4, 9, 0.5, 0.9, -8, -6, 8, 94
- COC(=O)c1cn(Cc2ccccn2)c(=O)c2ccccc12
 : 102, -3, 3, 1, -0.1, 1, 3, 3, 0, 102
- CCC(C)(C)NC(=O)c1cc(C(=O)OC)cc([N+](=O)[O-])c1
 : 104, -4, 6, 8, -0.2, 0.9, -5, 7, 4, 101
- COc1cc2[nH]c(=S)n(Cc3ccc(C)o3)c(=O)c2cc1OC
 : 95, 5, 2, 15, -0.3, 0.8, -7, -9, 4, 102

The listing continues.
SMILES	STAT1 activator	STAT1 blocker	G6PDH counter	Diaphorase inh	Hsp70 act	Diaph act CS	APP transl inh	TLR4-MyD88 BLA	STAT3 blocker	STAT3 activator
CCc1ccc(OCC(=O)NC(NC(=S)Nc2ccccc2OC)C(Cl)(Cl)Cl)cc1 (configuration not stated)	86	15	-18	4	-0.1	1	23	7	7	91
Cc1cccn2cc(CNC(=O)C3CCCCC3)nc12	92	8	4	15	0.3	0.9	-2	-5	-3	103
CC(=O)NC1(c2ccc(F)cc2)CCN(C(=O)c2c(F)cccc2F)CC1	102	-4	2	-4	-0.1	1	-8	-5	6	104
COc1ccc(OC)c(NS(=O)(=O)c2ccc(NC(=O)C3COc4ccccc4O3)cc2)c1 (configuration not stated)	79	17	4	20	-0.3	0.8	8	13	14	89
Cc1cccc(NS(=O)(=O)c2ccc3c(c2)OCCO3)c1	97	3	4	8	-0.2	0.9	0	4	7	94
Cc1cc(NC(=O)c2cccc(S(=O)(=O)N3CCOCC3)c2)c2ccccc2n1	93	9	3	8	-0.2	0.9	-1	-13	11	94
O=C(COC(=O)CNC(=O)c1ccco1)Nc1ccc(F)cc1	100	0	0	-2	-0.4	1	-21	-4	-1	106
COc1ccc(Cn2c(CCC(=O)Nc3ccccc3OC)nc3cccnc32)cc1	98	1	-1	16	0.2	0.8	3	7	1	101
Fc1ccc(Cn2ccc(-c3cnc(-c4ccccc4)s3)n2)cc1	131*	-34	0	24	-0.1	0.8	-18	-4	24	85
CCc1ccc2oc(-c3ccc(OC)cc3)cc(=Nc3c(C)n(C)n(-c4ccccc4)c3=O)c2c1	105	-7	6	13	-0.2	0.9	-173	0	1	102
Cc1cccc(OCc2nc(C)cc(=O)[nH]2)c1	101	-1	3	10	-0.3	0.9	-5	13	3	100
CN(CC(O)Cn1cnc2c1c(=O)n(C)c(=O)n2C)c1ccccc1 (configuration not stated)	80	20	10	2	-0.2	1	9	-6	10	98
C[C@H](CO)NC(=O)[C@H](C)[C@@H]1C[C@@]1(C)[C@@H](NC(=O)OCc1ccccc1)c1ccccc1	102	-2	15	19	0.1	0.8	14	0	-7	104
CCCCNC(=S)NNC(=O)c1ccncc1	98	1	2	5	-0.3	1	-19	-6	8	99
COc1cc(CNc2ccc(C)c(C)c2)cc(OC)c1OC	99	1	8	8	-0.1	0.9	-9	6	2	103
COc1ccc(C(=O)Nc2ccc(C(=O)OCC(=O)c3ccccc3)cc2)cc1	101	-1	5	5	-0.1	1	-20	-1	8	100
O=C(Nc1ccc(C(=O)O)cc1)/C(=C\c1ccc2c(c1)OCO2)NC(=O)c1ccc(Br)cc1	102	-2	10	-16	0.0	1.2	3	-7	-4	105
Cc1ccc(C)c(N2CCN(C(=O)c3cc4sccc4n3C)CC2)c1	103	-3	0	23	-0.4	0.8	-6	6	3	101
CC(C)CC(=O)NCCCN1CCN(CCCNC(=O)CC(C)C)CC1	98	2	6	4	1.9	1	-14	9	-1	103
COc1ccc(/C=C/C(=O)Nc2cccnc2)cc1OC	112	-13	-1	-3	0.0	1	-18	-20	0	100
CCNC(=O)COC(=O)CNC(=O)c1cc(Cl)cc([N+](=O)[O-])c1	102	-2	12	-10	-0.2	1.1	-23	-3	-1	101
O=c1cc(-c2ccccc2)nc(SCc2ccccc2)[nH]1	92	4	-17	10	-0.2	0.9	4	-5	6	103
Cc1ccccc1CSc1nnc(-c2ccccn2)n1N	110	-11	6	13	-0.3	0.9	-18	-18	8	99
Cc1cccc(NC(=S)N(Cc2ccc(Cl)cc2)Cc2ccc(C(=O)O)cc2)c1	99	0	10	1	0.6	1	-2	-4	7	104
O=C1C(=O)N(CCN2CCOCC2)C(c2ccccn2)/C1=C(/O)c1ccccc1 (configuration not stated)	109	-10	15	37	-0.2	0.6	-8	-7	8	100
COc1ccc(C(=O)N2CCOC23CCN(c2ncccn2)CC3)cc1	103	-5	12	2	-0.3	1	4	3	6	99
Cc1cccc(-n2[nH]c3c4c(ccc3c2=O)C(=O)c2ccccc2C4=O)c1	93	7	2	1	-0.3	1	-6	9	3	97
c1ccc2c(c1)nc1n2CCS1	100	0	1	2	-0.2	1	-14	-4	6	97
NC(=O)C1(N2CCCCC2)CCN(C(=O)NC23CC4CC(CC(C4)C2)C3)CC1	97	-1	12	16	0.2	0.8	nt	8	-3	102
CCOC(=O)CCSCC(=O)Nc1cc(C)on1	99	1	nt	nt	-0.1	nt	-2	3	-1	103

Another view of part of the listing above:
compound: Cc1ccccc1CSc1nnc(-c2ccccn2)n1N
  STAT1 activator: 110	STAT1 blocker: -11	G6PDH counter: 6	Diaphorase inh: 13	Hsp70 act: -0.3	Diaph act CS: 0.9	APP transl inh: -18	TLR4-MyD88 BLA: -18	STAT3 blocker: 8	STAT3 activator: 99
compound: Cc1cccc(NC(=S)N(Cc2ccc(Cl)cc2)Cc2ccc(C(=O)O)cc2)c1
  STAT1 activator: 99	STAT1 blocker: 0	G6PDH counter: 10	Diaphorase inh: 1	Hsp70 act: 0.6	Diaph act CS: 1	APP transl inh: -2	TLR4-MyD88 BLA: -4	STAT3 blocker: 7	STAT3 activator: 104
